Screening results as filed in PubChem BioAssay.
DDE Tn7 FP inh = DD(E)-Tn7 binding inhibition, primary FP screen; FP displacement of FITC-Tn7 peptide from fibrin DD(E); 0% = median of compound wells per plate; inhibition, % at 8.3 µM; hit rate 0.13% among 370,000; P02675;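 active = inhibition above the mean of compounds falling within the control limits plus 3 SD of them, cut at about 14% in these data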;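 note: 0% = plate median of compound wells and 100% = 10 µM Aha-Tn7 peptide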
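Test system – human fibrin DD(E) · Times – 10 min preincubation, 3 h with tracer, room temperature · Detection – fluorescence polarization of the labelled Tn7 tracer · Measure – percent inhibition normalized to high-control wells · Benchmarks – high control wells with 10 µM unlabelled Aha-Tn7 peptide (full inhibition) · Repeats – singlicate testing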
ARFGAP1 inhibitor = inhibitors of rat ARFGAP1; Q62848; hit rate 0.26% among 360,000; Arfgap1-stimulated ARF1 GTP hydrolysis, GDP FP detection; inhibition, % at 16.5 µM;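 active = inhibition above a per-plate limit, mean inhibition of low control wells plus 3 SD, cut at about 25% in these data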;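 note: 0% = DMSO wells with enzyme and 100% = wells lacking Arfgap1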
Target sequence (Q62848 1-136 limits assumed): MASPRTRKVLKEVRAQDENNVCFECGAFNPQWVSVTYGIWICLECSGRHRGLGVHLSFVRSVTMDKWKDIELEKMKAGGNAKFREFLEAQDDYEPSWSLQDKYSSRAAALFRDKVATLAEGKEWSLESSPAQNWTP
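Material – truncated rat Arfgap1 GAP domain · Buffer or medium – HEPES-based buffer, pH 7.5 · Reagent – human ARF1(Δ1-17)-GTP substrate · Dosing – 16.5 µM single point, 1.26% DMSO · Schedule – GTP hydrolysis reaction 2 h at 25 °C · Technique – GDP detection by fluorescence polarization · Benchmarks – No-Arfgap1 wells (100%) versus DMSO full-reaction wells (0%) · Repeats – single replicate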
PLCg1 inh = blocks human PLC-gamma1 enzyme activity; AID 720700; hit rate 0.84% among 370,000; P19174; purified PLC-gamma1, fluorogenic substrate, fluorescence; inhibition, % at 12.2 µM; in the data active = inhibition above about 9.5%
ASAP1 GAP inh = blocks human ASAP1-stimulated Arf1 GTP hydrolysis; Q9ULH1; GDP FP detection; inhibition, % at 16.5 µM; hit rate 0.19% among 360,000; AID 624377; in the data active = inhibition above about 25%;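 note: 0% = vehicle with enzyme and substrate and 100% = no enzyme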
TDP2 inh = TDP2 (human) inhibition, absorbance primary screen | AID 720702 | inhibition, % at 12.8 µM | recombinant TDP2, T5PNP hydrolysis, p-nitrophenol absorbance 415 nm | O95551 | hit rate 0.34% among 370,000;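 active = inhibition above the mean of all tested compounds plus 3 SD, set per campaign, cut at about 25% in these data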;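 note: 0% = DMSO with enzyme and 100% = buffer with substrate but no TDP2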
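Material: recombinant human TDP2; quantity: TDP2 enzyme at 120 nM final; medium: Tris-HCl pH 7.5 with MgCl2; compound: single concentration, 12.8 µM nominal, with 1% DMSO; incubation: 2 h enzyme incubation at 37 °C; signal: epi absorbance; measure: percent inhibition; benchmarks: high control without enzyme, low control DMSO plus TDP2; repeats: singlicate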
ADAM10 inh = inhibitors of human ADAM10; recombinant ADAM10, EDANS/DABCYL FRET peptide cleavage, 3 h; inhibition, % at 7 µM; hit rate 0.62% among 370,000;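 active = inhibition above a per-campaign cutoff equal to the mean of compounds falling between control-based bounds plus 3 SD, cut at about 20% in these data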;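 note: 0% = DMSO wells while the 100% control is not disclosed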
SIAE primary = human SIAE inhibition, primary screen. SIAE FP-Rh probe binding, fluorescence polarization. inhibition, % at 9.66 µM. hit rate 0.69% among 370,000;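 active = inhibition above a cutoff: mean of compounds within the control limits plus 3 SD of those, cut at about 17% in these data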;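 note: 0% = plate median of compound wells and 100% = probe without SIAE protein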
PLC-beta3 inh = inhibitors of human phospholipase C beta3; Purified PLC-beta3, fluorogenic substrate, fluorescence; hit rate 0.18% among 370,000; inhibition, % at 12.2 µM; Q01970; AID 720704; in the data active = inhibition above about 11%;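 note: 0% = median of compound wells on plate and 100% = full blocker control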
DDE Tn6 FP inh = disrupts Tn6 cyclic peptide binding to fibrin D-Dimer-E complex. P02675. Fibrin DD(E) TRITC-Tn6 fluorescence polarization displacement. inhibition, % at 8.3 µM. hit rate 0.21% among 370,000;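 active = inhibition above a per-campaign cutoff: mean of compounds within control limits plus 3 SD, cut at about 15% in these data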;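 note: 0% = median of all compound wells on the plate and 100% = blocking peptide control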
ADAM17 inh = inhibits human ADAM17; P78536; recombinant ADAM17, EDANS/DABCYL FRET peptide cleavage; inhibition, % at 6.95 µM; hit rate 0.83% among 370,000;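 active = inhibition above the mean of compounds lying between control limits plus 3 SD, set per campaign, cut at about 8.5% in these data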;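 note: 0% = DMSO-only wells as the low control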
Target sequence (P78536 215-824 limits assumed): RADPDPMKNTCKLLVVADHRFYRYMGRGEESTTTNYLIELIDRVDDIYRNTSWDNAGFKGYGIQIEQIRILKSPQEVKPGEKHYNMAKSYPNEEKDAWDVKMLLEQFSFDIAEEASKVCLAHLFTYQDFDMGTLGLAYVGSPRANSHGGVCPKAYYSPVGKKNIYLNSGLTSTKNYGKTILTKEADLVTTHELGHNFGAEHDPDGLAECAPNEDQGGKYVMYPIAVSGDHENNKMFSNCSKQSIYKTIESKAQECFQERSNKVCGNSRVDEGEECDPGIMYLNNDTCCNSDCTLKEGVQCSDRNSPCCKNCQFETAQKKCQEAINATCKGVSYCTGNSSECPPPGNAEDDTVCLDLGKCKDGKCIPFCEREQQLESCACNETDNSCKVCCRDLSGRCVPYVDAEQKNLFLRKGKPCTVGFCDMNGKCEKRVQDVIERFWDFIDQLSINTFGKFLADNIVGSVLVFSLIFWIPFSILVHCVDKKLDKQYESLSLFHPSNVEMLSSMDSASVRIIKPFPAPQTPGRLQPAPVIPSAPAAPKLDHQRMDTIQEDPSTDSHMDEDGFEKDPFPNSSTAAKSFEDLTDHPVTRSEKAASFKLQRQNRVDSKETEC
* hit, by the source's call; i = inactive; · = not tested or not shown.

SMILES	DDE Tn7 FP inh	ARFGAP1 inhibitor	PLCg1 inh	ASAP1 GAP inh	TDP2 inh	ADAM10 inh	SIAE primary	PLC-beta3 inh	DDE Tn6 FP inh	ADAM17 inh
Nc1c(Cl)cc(S(N)(=O)=O)cc1S(N)(=O)=O	8	-5	6	-13	-6	4	1	-4	3	-1
Cc1ccc2cccc([N+](=O)[O-])c2n1	-8	-1	1	11	-7	-7	1	5	-5	1
CCOc1cc(C(=O)OCC(=O)Nc2cc(C)on2)ccc1OCC(C)C	-2	13	1	3	-17	-3	-9	-8	-1	-8
COc1c(Cl)cc(Cl)cc1C(=O)Nc1ccccc1N1CCN(C(C)=O)CC1	5	2	1	5	-4	-12	2	2	-5	-1
CC(=O)NC(CSC(CC(=O)c1ccco1)c1ccc(C)cc1)C(=O)O (configuration not stated)	4	12	-2	-3	10	-84	-2	-6	-2	-24
Cn1c(Cn2c(=O)sc3ccccc32)nnc1SCc1cccc(F)c1	-1	6	-2	-12	-5	-7	0	-2	5	1
N#Cc1ccc(OCC(=O)N/N=C/C2CC=CCC2)cc1 (configuration not stated)	6	9	-2	3	0	-8	-9	-10	-3	-1
CCc1ccc(NC(=O)CN2C(=O)C(=O)N(Cc3ccccc3)C2=O)cc1	0	-6	-3	4	5	-6	-1	-9	-1	-2
O=S(=O)(c1cccc(-c2cn3cccnc3n2)c1)N1CCCCCC1	-3	2	-302	2	5	i	-2	-384	-12	-413
CCN(CC)C(=O)C1=C(C)N(CCCN2CCCC2=O)C(=O)C(CC(=O)NCCCCc2ccccc2)C1 (configuration not stated)	8	8	9.8*	0	-25	2	-12	9	1	6
CCOCCCNC(=O)c1ccc(CN2CCc3ccccc3C2)cc1	-7	-14	1	-16	-9	-4	7	3	2	-1
COc1cc(C(=O)N2CCN(c3cccc(C)c3C)CC2)ccc1OCC(=O)N1CCOCC1	-7	-17	4	7	2	-14	1	-9	8	3
Cc1c(C)n(Cc2ccc(F)cc2)c2ccc(C(=O)NCCN3CCOCC3)cc12	-2	2	-39	-6	-11	-54	0	-68	-15	-16
Cc1ccc(S(=O)(=O)N2CCC(=O)N(CCOC(=O)Nc3ccccc3C)CC2)cc1	-3	-5	1	-4	1	3	-2	4	-3	0
O=C(NCCC1=CCCCC1)C1CCCN(S(=O)(=O)c2cnc[nH]2)C1 (configuration not stated)	-7	2	3	-8	5	-6	4	3	-5	5
O=C(Nc1ccc(F)cc1)N1CCN(CCc2ccccc2)CC1	-1	-1	2	12	-1	-3	-1	-4	1	-1
Nc1cc(N)cc(Cc2ccccc2)c1	0	-1	-13	5	5	-4	11	-20	-3	-1
COc1ccc(CCNS(=O)(=O)c2cccc(F)c2)cc1OC	1	-14	-1	14	-1	-1	3	3	-1	-4
Cc1ccccc1C(=O)NC1CCCN(Cc2ccccc2F)C1 (configuration not stated)	11	0	5	-10	6	1	3	-5	1	-3
CCOc1ccc(C(=O)CCN2CCCCC2)cc1	3	11	-1	6	10	-10	-3	-1	-1	-6
O=C(NCc1ccccn1)c1ccc(OC2CCN(Cc3ccccc3)CC2)cc1	0	-11	-1	-3	-6	1	3	-5	-3	0
CN1CCN(S(=O)(=O)c2ccc(N3CCN(c4ccccc4O)CC3)c([N+](=O)[O-])c2)CC1	0	-9	-1	-12	-22	2	7	-11	-4	-5
Cc1ccc(-c2csc3nnc(SCC(=O)Nc4nsc(-c5ccccc5)n4)n23)cc1	3	-11	1	-11	-3	-5	-30	0	-5	0
Cc1ccc([N+](=O)[O-])c(C(=O)N/N=C/c2cccs2)c1	6	7	1	10	8	7	2	-6	3	-5
Cc1cccc(Cc2cnc(NC(=O)c3ccc(C)o3)s2)c1	-5	9	-10	2	2	5	-6	-14	1	7
Cn1c(SCC(=O)Nc2ccc(N3CCOCC3)cc2)nnc1-c1ccccc1	2	1	3	-5	11	-1	12	-3	-2	0
CCOC(=O)c1sc2ccccc2c1OC(=O)c1ccccc1	2	6	-3	15	3	-4	-2	-10	1	-1
O=C(O)CC1S/C(=N/N=C/c2ccc(-c3ccc(Cl)c([N+](=O)[O-])c3)o2)NC1=O (configuration not stated)	8	5	0	-1	1	-1	1	2	0	-1
Cc1ccc(N2OC3C(=O)NC(=O)C3C2c2ccco2)cc1 (configuration not stated)	3	0	-1	2	-1	-18	4	2	6	-3
O=C(NCC1CC1)Nc1ccccc1	-4	-3	1	1	19	0	-5	-2	5	-1
CN(C)Cc1c(O)ccc2occ(C(=O)c3ccc(F)cc3)c12	-12	11	-14	0	21	-20	22*	-25	-3	-9
Cc1ccccc1NC(=O)C1CCCN(c2nnc(N3CCCC3=O)s2)C1 (configuration not stated)	-2	1	0	1	17	-2	-4	1	7	-1
Cc1ccc(-c2nc(-c3ccncc3)no2)cc1C	-4	-6	1	-10	-2	7	-3	-1	1	-3
COC(=O)[C@H](C)NC(=O)NCc1ccccc1F	-4	-4	2	-11	7	2	1	1	6	-2
Cc1ccc(OCC(=O)NN=C2c3ccccc3-c3ccccc32)cc1	5	-10	0	6	2	0	1	-2	-7	-3
O=S(=O)(c1c(F)cccc1F)N(CCc1ccc(F)cc1)C[C@@H](O)COCc1ccccc1	-5	0	3	4	-12	27*	-5	7	-4	15*
O=C1c2ccccc2C(Nc2ccc3c(c2)OCCO3)N1Cc1ccc2c(c1)OCO2 (configuration not stated)	-2	0	1	4	-6	-2	7	-2	0	6
Clc1ccc(COn2ccnc2)cc1Cl	2	-3	-2	-5	-2	-11	-2	0	3	-5
O=C1OCCC1Sc1nc2ccccc2n1-c1ccccc1 (configuration not stated)	-3	0	-1	4	-1	5	-5	2	-6	-5
Cc1ccnc(NS(=O)(=O)c2ccc(NS(=O)(=O)c3cccs3)cc2)n1	5	-5	1	4	3	-6	1	-4	2	-2
Cc1ccc(OCCCC(=O)NNC(=O)c2ccccn2)cc1	-1	-1	4	-6	0	-7	-2	7	4	-4
Nc1nnc(SCCCC(=O)c2ccc(Br)cc2)s1	2	2	0	0	4	-4	-5	-2	8	-1
O=C1C(SCCO)=C(SCCO)C(=O)c2ccccc21	2	-5	-4	19	78*	-2	8	-18	2	-4
Cc1c2c(n3c(nc4ccccc43)c1C#N)N(CCCN(C)C)CC2	-5	-16	-389	4	-4	i	8	i	-5	-321
Cc1ccc(-c2nc3ncccc3o2)cc1NC(=O)Cc1ccc(Cl)cc1	-2	2	2	10	-7	0	10	5	-4	0

Structural class, those above with a thiophene ring, fused or not.
SMILES	DDE Tn7 FP inh	ARFGAP1 inhibitor	PLCg1 inh	ASAP1 GAP inh	TDP2 inh	ADAM10 inh	SIAE primary	PLC-beta3 inh	DDE Tn6 FP inh	ADAM17 inh
Cc1ccc([N+](=O)[O-])c(C(=O)N/N=C/c2cccs2)c1	6	7	1	10	8	7	2	-6	3	-5
CCOC(=O)c1sc2ccccc2c1OC(=O)c1ccccc1	2	6	-3	15	3	-4	-2	-10	1	-1
Cc1ccnc(NS(=O)(=O)c2ccc(NS(=O)(=O)c3cccs3)cc2)n1	5	-5	1	4	3	-6	1	-4	2	-2

Next records follow:
SMILES	DDE Tn7 FP inh	ARFGAP1 inhibitor	PLCg1 inh	ASAP1 GAP inh	TDP2 inh	ADAM10 inh	SIAE primary	PLC-beta3 inh	DDE Tn6 FP inh	ADAM17 inh
Cc1cc(/C=N/n2cnnc2)c(C)n1-c1ccc(C(=O)O)cc1	-4	-5	1	8	1	1	-3	-3	3	-3
CC(=O)Nc1ccc(OC(=O)c2ccco2)cc1	-3	6	5	6	-16	8	-4	0	-11	-5
CS(=O)(=O)c1ccc([C@@H](O)[C@@H](CO)NC(=O)C(Cl)Cl)cc1	2	13	1	-1	-6	-6	-1	1	3	-6
CCCC/C=C1/[C@@H](CC)N(Cc2ccc(OC)cc2OC)C2=N[C@@H](c3ccccc3)CC(=O)N21	-8	·	7	·	-18	9	-4	9	-2	4
O=[N+]([O-])c1ccc(N2CCN(C(=S)Nc3ccc(F)cc3F)CC2)cc1	2	-8	2	7	-23	-1	1	-5	6	2
Cc1ccccc1CN1CCCCC(NC(=O)c2ccccc2C(F)(F)F)C1=O (configuration not stated)	6	·	0	·	-3	-4	1	-1	10	-4
CC(=O)Nc1ccc(C2=NNC(=Nc3ccc(S(=O)(=O)N4CCOCC4)cc3)SC2)cc1	6	3	-10	-2	3	14	-25	-24	-8	1
COc1ccc(Cl)cc1NC(=S)NCc1ccc(S(N)(=O)=O)cc1	-4	-7	2	1	4	6	3	0	2	0
O=c1c2cc(N3CCOCC3)ccc2[nH]c(=S)n1CC1CCCO1 (configuration not stated)	2	7	i	-3	-1	-120	-1	i	6	-48
O=C1c2ccccc2C(=O)N1CC1=NCCc2ccccc21	3	9	-8	-7	8	-18	6	-8	-8	-6
CCOC(=O)CNC(=O)CSc1nnc(-c2ccccc2)n1Cc1ccco1	-5	-11	-1	8	2	-3	7	1	0	-1
CCOCCc1nnc(NC(=O)CCS(=O)(=O)c2ccccc2)s1	-1	9	1	3	12	7	-3	-2	1	-2
CCn1c(SCC(=O)N2CCN(c3ccc(Cl)cc3)CC2)nc2ccccc2c1=O	1	8	0	-4	4	-3	0	1	8	-5
CCCCC(=O)Nc1cnc(NC(=O)c2ccco2)cc1C	-5	-4	-2	4	22	-8	9	-1	-3	-5
CC1Oc2ccccc2C=C1/C=N/NC(=O)c1ccncc1 (configuration not stated)	-1	4	-89	-7	1	-3	0	-127	3	-6
O=C(NC1CCCCC1)C1CN(S(=O)(=O)c2ccccc2)CCN1S(=O)(=O)c1ccccc1 (configuration not stated)	0	13	4	-5	-11	15	-2	8	-8	4
CC1(C)CC(=O)C=C(c2ccc3ccccc3c2)C1	-2	1	-372	-7	5	-391	-1	i	4	-96
Cc1c(C(=O)OC(C)C(=O)N(C)Cc2ccccc2)oc2ccccc12 (configuration not stated)	0	7	9	-1	-20	15	-8	1	2	6
COc1ccc(S[C@]2(C(=O)N3CCN(C(C)=O)CC3)CC(=O)N(C(=O)c3ccccc3)[C@@H]2c2ccc(OC)cc2)cc1	0	·	-1	·	-10	-5	18*	1	-3	-4
CCN(CC(=O)Nc1ccccc1C(F)(F)F)C(=O)c1cc2c(s1)CCCCC2	-1	4	1	1	-1	5	-9	-2	0	1

Compounds were not picked by outcome, and some 3.6% of all compounds hit somewhere here.
